rTrxR1 inhibitor = qHTS Assay for Inhibitors of Mammalian Selenoprotein Thioredoxin Reductase 1 (TrxR1): qHTS. Thioredoxin reductase 1, cytoplasmic (Rattus norvegicus), O89049. recombinant rTrxR1, NADPH fluorescence consumption, selenite substrate. Potency, µM (doses to about 114 µM), for the others: at the highest dose activity change, negative = inhibition, actives largely listed as inhibitors. actives 1% (n = 390,000). AID 588453, 2011; further: potency means the concentration at half of the fitted maximal effect; on the % scale 0 is the no-effect control and ±100 the full control effect; nearly all actives have a fitted effect of over 65% in size
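Rat TrxR1 (90 nM in the dispensed reagent) was pre-reduced with 400 uM NADPH for 5 min at room temperature, then incubated with compound for 15 min. After 400 uM selenite was added, NADPH fluorescence (Ex 340/Em 450 nm) was followed for 8 min.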
D2 ag = HTS Assay for Allosteric Agonists of the Human D2 Dopamine Receptor: Primary Screen for Agonists; D(2) dopamine receptor (Homo sapiens), P14416; HEK293 T-REx D2 cells, calcium flux agonist mode; activation, % at 2 µM; actives 0.53% (n = 340,000); AID 485358, 2010;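 active means activation over 3 SD above normal in the single-dose calcium agonist read, cut at about 30% in these data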; further: 0% is about no effect
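Agonism is scored from calcium flux in a force-coupled, inducible HEK293 cell line expressing D2, read kinetically for 180 s after compound addition against dopamine controls.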
USP1-UAF1 inh = Inhibitors of USP1/UAF1: Primary Screen | actives 0.23% (n = 390,000) | Ubiquitin carboxyl-terminal hydrolase 1 (Homo sapiens), O94782 | AID 743255, 2014 | Potency, µM (highest dose often 57.1 µM), inactives show top-dose activity change, negative = inhibition, most hits filed as inhibitors | recombinant USP1/UAF1, Ub-Rhodamine cleavage fluorescence; further: potency means the concentration at half of the fitted maximal effect; on the % scale 0 is the no-effect control and ±100 the full control effect; nearly all actives have a fitted effect of over 60% in size; inactives centre near -12
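USP1/UAF1 complex at 1 nM was preincubated with compound for 15 min at room temperature, then Ub-Rho substrate (150nM final) was added. Fluorescence (480/540 nm) was read kinetically, 6 reads every 60 seconds.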
PI4K2A inh = qHTS for small molecular inhibitors of PI4K2A; Phosphatidylinositol 4-kinase type 2-alpha (Homo sapiens), Q9BTU6; purified PI4K2A, ADP-Glo luminescence, 1 h; active compounds read low; activity change, negative = inhibition, % at 76.9 µM; actives 0.13% (n = 420,000); AID 1346378, 2018; in the data active means activity change below about -50%; inconclusive means mostly about -30% to -49%;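 further: -100% = wells without enzyme as full effect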
Target sequence (Q9BTU6 whole entry, looked up): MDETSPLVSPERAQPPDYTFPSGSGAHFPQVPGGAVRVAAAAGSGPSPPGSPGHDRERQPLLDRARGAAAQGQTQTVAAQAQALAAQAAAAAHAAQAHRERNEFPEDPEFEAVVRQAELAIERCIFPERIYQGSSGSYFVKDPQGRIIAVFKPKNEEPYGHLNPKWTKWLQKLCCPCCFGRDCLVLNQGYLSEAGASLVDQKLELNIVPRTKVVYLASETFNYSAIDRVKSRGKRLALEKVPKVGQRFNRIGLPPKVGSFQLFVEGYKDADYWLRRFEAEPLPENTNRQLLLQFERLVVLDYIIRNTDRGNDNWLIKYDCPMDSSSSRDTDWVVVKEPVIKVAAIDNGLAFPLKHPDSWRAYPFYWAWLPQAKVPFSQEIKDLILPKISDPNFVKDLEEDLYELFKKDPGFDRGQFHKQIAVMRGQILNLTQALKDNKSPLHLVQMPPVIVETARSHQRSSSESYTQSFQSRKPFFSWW
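Compounds are screened against recombinant PI4K2A using PI as substrate and ATP, the latter dispensed at 300 microM. Reactions run one hour at ambient temperature before ADP-Glo detection; full inhibition defined by wells lacking enzyme.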
D2 antagonist = HTS Assay for Allosteric Antagonists of the Human D2 Dopamine Receptor: Primary Screen for Antagonists; AID 485344, 2010; actives 2% (n = 340,000); inhibition, % at 10 µM; HEK293 TREx D2 cells, calcium flux, dopamine EC80; in the data active means inhibition above about 30%; further: 0% is about no effect
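Antagonism is scored as inhibition of an EC80 dopamine-evoked calcium signal in a force-coupled, tetracycline-inducible HEK293 T-REx D2 line, with compound present 180 s before agonist.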
TRHR enhancer = qHTS for Small Molecule Agonists and Allosteric Enhancers of Human TRH Receptor: Primary Screen for Enhancers; enhancement, % at 2 µM; TRHR cells, fluo-8 calcium fluorescence, EC20 TRH enhancement; actives 0.66% (n = 360,000); in the data active means enhancement above about 30%; further: 0% is about no effect
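Enhancer read-out: after compound pinning and an initial kinetic agonist-mode read, an EC20 of TRH (10 nM final) was injected and fluo-8 calcium signal (Ex 480/Em 530) followed at 1 s/cycle for 100 cycles in TRHR-expressing cells.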
IDH1 R132H inh = qHTS for Inhibitors of mutant isocitrate dehydrogenase 1 (IDH1): qHTS; IDH1-R132H enzyme, NADPH consumption, diaphorase/resazurin fluorescence; Potency, µM (doses to about 76.6 µM), for inactives: at the highest dose activity change, negative = inhibition, hits mostly inhibitors; actives 0.093% (n = 390,000); AID 602179, 2012; further: potency means the concentration at half of the fitted maximal effect; on the % scale 0 is the no-effect control and ±100 the full control effect; nearly all actives have a fitted effect of over 65% in size
Target sequence (O75874 whole entry R132H, stated change not applied): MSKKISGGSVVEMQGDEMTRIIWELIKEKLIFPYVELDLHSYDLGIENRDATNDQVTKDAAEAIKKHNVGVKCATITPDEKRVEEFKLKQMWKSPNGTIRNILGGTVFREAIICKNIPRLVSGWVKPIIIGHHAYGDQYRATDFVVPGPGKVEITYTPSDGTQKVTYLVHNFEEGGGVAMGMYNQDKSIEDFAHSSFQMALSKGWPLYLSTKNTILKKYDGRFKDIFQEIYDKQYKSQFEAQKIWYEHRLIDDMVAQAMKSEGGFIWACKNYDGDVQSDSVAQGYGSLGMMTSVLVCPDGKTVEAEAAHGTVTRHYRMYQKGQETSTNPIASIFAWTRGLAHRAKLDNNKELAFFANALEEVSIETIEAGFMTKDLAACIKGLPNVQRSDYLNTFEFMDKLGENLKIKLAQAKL
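IDH1-R132H (0.5 ug/mL) preincubated 30 min with compound, then NADPH (0.016 mM) and alpha-KG (2 mM) added; 80 min at RT, pH 7.5. Remaining NADPH coupled via diaphorase/resazurin to fluorescence (540/590 nm); concentration-response curves normalized to no-enzyme control.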
TRHR ag = qHTS for Small Molecule Agonists and Allosteric Enhancers of Human TRH Receptor: Primary Screen for Agonists | Thyrotropin-releasing hormone receptor (Homo sapiens), P34981 | actives 0.18% (n = 360,000) | TRHR cells, calcium flux fluo-8, FDSS agonist mode | activation, % at 2 µM | AID 493084, 2011; in the data active means activation above about 30%; further: 0% is about no effect
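Agonist-mode FDSS calcium read (Ex 480/Em 530, 1 s cycles) in 1536-well TRHR cells with fluo-8 dye, after 10-cycle baseline and 23 nL compound addition; TRH at EC20 (10 nM final) added afterwards for the enhancer phase.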
TrxR1 substrate = qHTS Assay for Substrates of Mammalian Selenoprotein Thioredoxin Reductase 1 (TrxR1): qHTS; Thioredoxin reductase 1, cytoplasmic (Rattus norvegicus), O89049; purified TrxR1 substrate turnover, NADPH consumption readout; Potency, µM (highest dose often 114 µM), for the others: at the highest dose activity change, negative = substrate turnover; actives 0.01% (n = 390,000); AID 588456, 2011; further: potency means the concentration at half of the fitted maximal effect; on the % scale 0 is the no-effect control and ±100 the full control effect; nearly all actives have a fitted effect of over 50% in size
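Rat TrxR1, dispensed at 90 nM, was prereduced with 400 uM NADPH (final) for 5 min at ~22 deg C, then incubated with compound 15 min before 400 uM selenite. A first-read NADPH fluorescence drop versus no-compound background flagged substrates.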
Numbers without * were called inactive; ? = inconclusive; . = no result given; & = joins results of further samples; [ ] = dose if it differs, or a comment. Unless noted, the call rests on the fitted dose curve; in most records, active means well fitted inhibition curve with a large enough effect; inconclusive means small, poorly fitted or top-dose-only effect; inactive means no such curve, though single readings can be large or run the other way.

Sequence of screens: rTrxR1 inhibitor, D2 ag, USP1-UAF1 inh, PI4K2A inh, D2 antagonist, TRHR enhancer, IDH1 R132H inh, TRHR ag, TrxR1 substrate
- CCn1c(/C(C#N)=C/c2ccccc2Cl)nc2ccccc21
    3%[57.1 µM], 0.3, -23%, 5, ., 50*, -15%, 0.9, -3%[57.1 µM]
- COc1ccccc1OCCNC(=O)Nc1ccc(Br)cc1
    13%[57.1 µM], 1.7, -5%, 2, 20, 3, 5%, -1.0, 4%[57.1 µM]
- O=C(COc1ccc(Cl)cc1Cl)N(Cc1ccco1)C1CCS(=O)(=O)C1 (stereo unspecified)
    -13%, 0.9, -14%, -1, 6, -3, -1%, 0.3, -7%
- Cc1cc(/C=C2\SC(=S)N(Cc3ccco3)C2=O)c(C)n1-c1ccccc1
    ?, ., ?, -6, ., 6, -2%, 10, -20%
- COc1cc2c(cc1OC)CN(C(=O)CN(C)S(=O)(=O)c1ccc(NC(C)=O)cc1)CC2
    18%, 0.2, -5%, -1, -7, 4, 19%, 0.9, -1%
- COCCN(Cc1cc2cc(C)cc(C)c2nc1Cl)C(=O)Nc1ccccc1
    29%, -0.8, -24%, 6, 0, -5, 1%, 0.3, 12%
- Cc1ccc(CNC(=O)CCc2c(C)nn(-c3ccc(N4CCCCC4)nn3)c2C)cc1
    11%[57.1 µM], 0.2, -4%, 0, ., -4, -8%, -0.8, -1%[57.1 µM]
- OCCNc1nc2ccccc2n1-c1ncnc2sc3c(c12)CCC3
    10%[57.1 µM], -0.2, -2%, 0, 25, -1, 0%, -0.4, -16%
- CSCc1ccc(C(=O)OCc2nc3ccccc3s2)o1
    ?, ., -9%, -4, ., ., 7%, ., -3%
- S=c1nccc(-c2ccc(Cl)cc2)[nH]1
    ?, -0.9, 15%, -6, 1, -4, 1%, 0.5, 1%[57.1 µM]
- Cc1ccc(-n2c(SCC(=O)NCc3ccc4c(c3)OCO4)nnc2-c2cccnc2)c(C)c1
    17%, -1.8, -15%, 5, -9, 0, -10%, -0.5, 9%[57.1 µM]
- CCC(C(=O)Nc1ccc(S(=O)(=O)Nc2ncccn2)cc1)c1ccccc1 (stereo unspecified)
    12%, 0.8, -17%, -3, 24, -3, -1%, 1.1, 2%
- CCOc1ccc(NS(=O)(=O)c2ccc(OC)c(C)c2)cc1
    -3%, 0.1, -13%, 3, 0, 7, -1%, -0.2, -8%
- COc1ccccc1NC(=O)C1CCN(C(=O)c2ccc(C(C)(C)C)cc2)CC1
    -5%, 0.4, -4%, 6, 22, 9, -1%, 0.0, -5%
- Cc1nc(N/N=C/c2ccc(Br)cc2)cc(N2CCOCC2)n1
    10%[57.1 µM], ., -20%, -2, ., -6, 8%, -2.2, 5%[57.1 µM]
- CCOC(=O)COc1c(Br)cc(/C=C2\SC(=O)N(CC(=O)N3CCCC3)C2=O)cc1OC
    6%[57.1 µM], 0.1, -13%, -1, -18, 0, 2%, 0.4, -4%
- CN(c1ccccc1C(=O)Nc1ccc2ccccc2c1)S(C)(=O)=O
    26%, ., -22%, 2, ., ., -2%, ., 4%
- COc1cc(NS(=O)(=O)c2ccc(NC(=O)/C=C/c3ccc([N+](=O)[O-])cc3)cc2)ncn1
    1%[57.1 µM], 0.0, -23%, 2, -4, 8, 7%, 0.3, 0%[57.1 µM]
- Cc1ccc2nc(C(F)(F)F)c(C#N)c(N)c2c1
    6%, -0.2, 3%, -1, 13, -4, 3%, 0.5, -4%
- CCn1c(CNC(=O)c2cccc(C)c2)nc2ccccc21
    8%[57.1 µM], -0.5, 5%, 3, 0, 2, -2%, -0.6, 2%
- CCOc1ccc(S(=O)(=O)N/N=C\c2ccc3c(c2)OCO3)cc1
    -8%, -1.2, 0%, 1, 6, 5, -2%, -0.6, -11%
- CC1CCC(NCCNC(=O)c2ccco2)CC1 (stereo unspecified)
    14%[57.1 µM], 68*, -3%, -4, 14, 1, -2%, 0.2, 10%[57.1 µM]
- C=CCOc1cccc(CNc2cccc(C(=O)O)c2)c1
    14%, -0.3, -24%, -1, 3, 1, -6%, 0.0, 43%[activator]
- CC(C)Oc1cccc(C(=O)NC(=S)Nc2ccc3c4c(cccc24)CC3)c1
    3%[57.1 µM], 0.3, -16%, 4, 18, -8, 0%, 0.8, 6%[57.1 µM]
- CC(=O)Nc1ccc(O)c(-c2nc3ccccc3s2)c1
    34%, -0.3, -17%, -2, 4, 9, -1%, -0.1, 12%
- O=C(NCCc1cccs1)C1CC(c2cccc([N+](=O)[O-])c2)=NO1 (stereo unspecified)
    0%, -0.9, -17%, 0, -5, 10, -3%, -1.3, -2%
- Cc1nn2c(N3CCN(C)CC3)c3c(nc2c1-c1ccccc1)CCCC3
    -11%, 1.9, 1%, -3, 10, -2, -15%, 0.3, -1%
- OC1CCCN(Cc2ccc3c(c2)Cc2ccccc2-3)C1 (stereo unspecified)
    9%[57.1 µM], 0.1, -15%, 5, -29, 13, 2%, -2.8, 9%[57.1 µM]
- O=C(Nc1nnc(-c2ccco2)s1)c1ccccc1
    ?, 0.9, 0%, -2, -15, -2, 3%, 4.1, 8%
- CCc1ccc(/C=C\C(=O)N2CCc3ccccc3C2)cc1
    3%, 1.0, -23%, -3, -8, -5, 0%, 1.0, -2%
- Cc1ccccc1/C=C1\C(=O)Nc2ccc(F)cc21
    11%, 1.0, -21%, 4, 6, 11, 13%, 0.3, -2%
- CCN(CC)S(=O)(=O)c1ccc(=O)n(CC(=O)N2CCCc3cc(C)ccc32)c1
    -31%, -0.4, 0%, 1, -10, 1, -9%, -0.6, -13%
- O=C(Nc1ccccc1)O[C@@H]1C[C@H]2CCCC(=O)N3CC[C@@H](C1)[C@@H]23
    17%&12%, ., -16%, -2, ., ., -1%, ., 0%&-3%
- COc1cccc(NC(=O)Cn2c(=O)n(CCCCC(=O)NCc3ccc4c(c3)OCO4)c(=O)c3ccccc32)c1
    1%, 1.0, -30%, -2, ., -1, -1%, 1.1, -5%
- C[C@]1(C(=O)NCc2cc(F)cc(C(F)(F)F)c2)C=C[C@@H](Cc2ccccc2)N1C(=O)c1ccccc1
    17%, 1.5, -2%, 1, -12, -7, -3%, 0.6, -12%
- COc1ccc(NC(=O)Cn2c(C)csc2=O)c(OC)c1
    -2%, -0.6, 0%, -6, 8, 2, -9%, -0.4, -4%
- CCCCn1c(SCC(=O)Nc2oc(C)c3c(C)n[nH]c(=O)c23)nc2cc(S(N)(=O)=O)ccc21
    -3%, 4.9, -19%, -3, -10, 0, 0%, 0.2, 1%
- COc1ccc(Cl)cc1NC(=O)C1Cc2cc(S(=O)(=O)N3CCCC3)ccc2N1C(C)=O (stereo unspecified)
    6%, 0.3, -12%, 4, 21, -10, 0%, 0.2, -4%
- CC(=O)Nc1ccc2nc(NC(=O)COc3ccc(C)cc3)sc2c1
    7%[57.1 µM], 0.2, -1%, -2, -12, -4, 4%, -0.2, 9%
- O=C(Nc1nnc(S(=O)(=O)N2CCCc3ccccc32)s1)c1ccccc1Cl
    3%, -1.4, -19%, 2, ., 3, -11%, -0.1, -1%

Printed as active in TRHR enhancer (from the list above):
| molecule | rTrxR1 inhibitor | USP1-UAF1 inh | PI4K2A inh | D2 antagonist | TRHR enhancer | TRHR ag | TrxR1 substrate |
| --- | --- | --- | --- | --- | --- | --- | --- |
| CCn1c(/C(C#N)=C/c2ccccc2Cl)nc2ccccc21 | 3%[57.1 µM] | -23% | 5 | . | 50* | 0.9 | -3%[57.1 µM] |

Next results:
Sequence of screens: rTrxR1 inhibitor, D2 ag, USP1-UAF1 inh, PI4K2A inh, D2 antagonist, TRHR enhancer, IDH1 R132H inh, TRHR ag, TrxR1 substrate
- COc1ccc(Nc2nc(C)cc(C)c2C#N)c(OC)c1
    16%, -0.4, -20%, 0, -2, 1, 2%, -0.3, 25%
- O=C(CSc1ccc2nnc(-c3ccncc3)n2n1)NCC1CCCO1 (stereo unspecified)
    11%, 0.4, -15%, -5, 13, 4, 13%, 0.2, 16%
- O=C(Cc1ccc(NC(=O)C2CCCN(C(=O)C3CCCCC3)C2)cc1)Nc1cccc(C(=O)N2CCCC2)c1 (stereo unspecified)
    -18%, ., -11%, -3, ., ., -13%, ., -14%
- COCCN(C(=O)c1snc(C(N)=O)c1N)C(C(=O)NC1CCCCC1)c1ccc(OC)c(OC)c1 (stereo unspecified)
    30%, ., -17%, 7, ., 10, -12%, 0.0, 13%
- COc1ccc(C(=O)CC(=O)C(=O)Nc2ccc(C)c(C)c2)cc1
    -6%, -0.9, -11%, 0, -9, -1, -5%, 1.3, 1%
- CCC(=O)N(CCC(c1ccc(C)cc1)c1ccco1)Cc1ccco1 (stereo unspecified)
    35µM*, 0.9, -7%, -7, 3, 1, -7%, 0.7, -2%
